CHX counter = affects cycloheximide protein synthesis inhibition readout, counter-screen. 300,000 tested, 12% active. max response, %. cell reporter, cycloheximide protein synthesis inhibition counterscreen; in the data active means max response mostly above about 13%, no sharp cut-off; inactive means mostly below about 14%; further: read at 38.3 µM for the half of the compounds with a filed dose; 0% is about no effect
Pf growth 48h = inhibits P. falciparum growth in the first generation, 48 h; P. falciparum luciferase growth in erythrocytes, 48 h; Potency, µM (titrated, usually from 28.7 µM), without a hit: top-dose activity change, negative = inhibition, usual class: inhibitors; 310,000 tested, 5.9% active; AID 504832; further: potency means the concentration at half of the fitted maximal effect; on the % scale 0 is the no-effect control and ±100 the full control effect
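In quantitative HTS format, infected erythrocytes bearing luciferase-reporter parasites were treated for a single generation at 37 C. Luminescence after adding detection reagent served as the growth measure.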
LmPK inh = LmPK (Leishmania mexicana) enzyme inhibition | purified LmPK, Kinase-Glo ATP luminescence, 1 h | Potency, µM (doses to about 57.5 µM), without a hit: at the highest dose activity change, negative = inhibition, actives largely listed as inhibitors | 290,000 tested, 0.37% active | AID 1721; further: potency means the concentration at half of the fitted maximal effect; on the % scale 0 is the no-effect control and ±100 the full control effect
Target sequence (Q27686 whole entry, looked up): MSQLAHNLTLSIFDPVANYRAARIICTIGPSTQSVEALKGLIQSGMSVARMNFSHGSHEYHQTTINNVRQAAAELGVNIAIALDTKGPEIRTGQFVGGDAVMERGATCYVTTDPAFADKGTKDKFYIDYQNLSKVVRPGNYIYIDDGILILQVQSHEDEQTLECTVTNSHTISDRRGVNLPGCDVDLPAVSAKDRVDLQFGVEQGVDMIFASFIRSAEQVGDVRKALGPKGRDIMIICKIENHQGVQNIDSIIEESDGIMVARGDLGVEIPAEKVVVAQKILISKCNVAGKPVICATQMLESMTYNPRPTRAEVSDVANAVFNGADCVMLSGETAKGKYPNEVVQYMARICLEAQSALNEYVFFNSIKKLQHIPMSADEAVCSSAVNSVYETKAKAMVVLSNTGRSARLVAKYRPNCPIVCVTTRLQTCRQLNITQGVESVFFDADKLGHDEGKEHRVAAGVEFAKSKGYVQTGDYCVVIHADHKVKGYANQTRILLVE
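Pyruvate kinase activity monitored as ATP production (luciferase luminescence). Conditions: 0.1 nM enzyme, 0.5 mM PEP, 0.1 mM ADP, 1 h, RT; normalized against uninhibited and no-enzyme wells.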
TbPYK inhibitor = blocks Trypanosoma brucei pyruvate kinase. TbPYK enzyme, Kinase-Glo Plus ATP luminescence, 45 min. Q57TT1. Potency, µM (top dose mostly 76.8 µM), for inactives: at the highest dose activity, negative = inhibition, hits mostly inhibitors. 410,000 tested, 0.12% active; further: potency means the concentration at half of the fitted maximal effect; on the % scale 0 is the no-effect control and ±100 the full control effect; nearly all actives have a fitted effect of over 50% in size
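ADP (130 uM final) triggers the TbPYK reaction after compound addition; incubation is 45 min at room temperature. Kinase-Glo Plus is then added and luminescence imaged. Normalized data are fitted to concentration-effect curves.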
Shiga inhibitor = Shiga toxin inhibition. Vero cells, Shiga toxin protein synthesis inhibition reporter. inhibition, % at 38.7 µM. 290,000 tested, 9.2% active. AID 2315; in the data active means inhibition mostly above about 28%, no sharp cut-off; inactive means mostly below about 43%; further: 0% is about no effect
Pf growth 96h = P. falciparum growth inhibition at 96 hours. Potency, µM (top dose mostly 28.7 µM), for the others: at the top dose activity change, negative = inhibition, actives largely listed as inhibitors. AID 504834. P. falciparum luciferase reporter growth, 96 h. 320,000 tested, 6.9% active; further: potency means the concentration at half of the fitted maximal effect; on the % scale 0 is the no-effect control and ±100 the full control effect
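Delayed-death screen, second-generation endpoint: infected erythrocytes, 2% hematocrit, 0.05% parasitemia final; 96 hours at 37 C, 5% CO2; luciferase detection reagent; luminescence decrease equals reduced growth.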
AMA1 RON2 block = inhibitors of Plasmodium falciparum AMA1-RON2 interaction | AlphaScreen AMA1-biotinylated RON2 peptide binding | Potency, µM (top dose mostly 58.2 µM), for inactives: at the highest dose activity change, negative = inhibition, hits mostly inhibitors | 360,000 tested, 0.2% active | AID 720542;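 further: potency means the concentration at half of the fitted maximal effect; 0% = vehicle wells and -100% = peptide control; nearly all actives have a fitted effect of over 45% in size; some results filed as inactive show a strong effect at the top dose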
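AMA1 (3D7) with his tag at 25 nM final met compounds first, then biotinylated RON2 peptide at 25 nM; detection used donor plus acceptor beads, 10 µg/mL apiece, read by AlphaScreen after 30 min at room temperature.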
The depositor's hits bear a star; i = inactive; ? = inconclusive; nt = not tested or not shown; & = joins results of further samples; [ ] = remark or other dose. Unless noted, the call rests on the fitted dose curve; in most records, active means well fitted curve in the direction sought with a large enough effect; inconclusive means small, poorly fitted or top-dose-only effect, or another doubt; inactive means no such curve, though single readings can be large; an effect the other way counts as inactive or inconclusive. An unsorted share of the library. Share with any hit: about 21%.

SMILES	CHX counter	Pf growth 48h	LmPK inh	TbPYK inhibitor	Shiga inhibitor	Pf growth 96h	AMA1 RON2 block
CO/N=C/c1ccc(Sc2ccccc2N)c([N+](=O)[O-])c1	10	49%[activator]	2%	-3%	-4	36%[activator]	-21%
C#CCOCCOCCOCCNc1nc(N2CCN(C(=O)[C@H]([C@@H](C)CC)n3cc(CCCCN)nn3)CC2)nc(N2CCN(C(=O)[C@H](C)n3cc(CCCN=C(N)N)nn3)CC2)n1	nt	?	nt	5%	nt	4%	-1%
CCCCOC(=O)N1CCOCCOCCN(C(=O)OCCCC)CCOCCOCC1	1	?	-2%	-12%	-13	10%	-5%
O=[N+]([O-])c1cccc(-c2nnc(C34CC5CC(CC(C5)C3)C4)o2)c1	3	8%	0%	7%	3	3%	1%
O=C(CCCCCn1c(=S)[nH]c2ccccc2c1=O)N1CCC2(CC1)OCCO2	-2	8.3µM*	-1%	-2%	-23	15%	43%[activator]
CCN(CC)CCSC(=O)C(c1ccccc1)c1ccccc1	4	-3%&-15%	nt	-10%&1%	-9	6%&-9%	nt
Cc1cc(C)c2nc(N3CCC(C(=O)NCc4ccccn4)CC3)sc2c1	47*	9%	-4%[11.5 µM]	1%	68	0%	6%
CCOC(=O)c1ccccc1NC(=O)CC(C)CC(=O)O (centres undefined)	-2	14%	-6%	2%	-8	?	-7%
CCN1C(=O)C(O)(CC(=O)c2cccc(-n3cccc3)c2)c2ccccc21 (centres undefined)	0	-14%	1%	-3%	-1	16%[5.75 µM]	-7%
COC(=O)C1=C(N)Oc2cc(C)[nH]c(=O)c2C1c1ccncc1 (centres undefined)	-2	nt	-4%	-4%	-4	6%	15%
COc1cccc(-n2c(=O)c3ccccc3n3c(=S)[nH]nc23)c1	-3	19%	3%	?	-2	22%	21%
COc1ccc(Cl)cc1CN1CCOCC1	0	10%	-8%	0%	41	36%[activator]	-13%
Oc1ccc(Cl)cc1CNCc1ccc(F)cc1	nt	5.2µM*	nt	0%	nt	5.2µM*	13%
COc1ccc(C(O)c2ccccc2OP(=O)(N(C)C)N(C)C)cc1 (centres undefined)	-3	-1%	0%	2%	9	-16%	-4%
COc1cccc(C(=O)Nc2ccccc2F)c1	30*	80%[activator]	-29%	-3%	98*	32%[activator]	8%
CC(C)(C)CC(=O)Nc1ccc(S(=O)(=O)N2CCCC2)cc1	6	?	1%	-1%	37	0%	12%
CCS(=O)(=O)Nc1c(C(=O)O)[nH]c2ccccc12	-2	-5%	-4%	0%	1	12µM*	-17%
O=C(COC(=O)c1cc(=O)[nH]c(=O)[nH]1)Nc1cccc(S(=O)(=O)N2CCCCC2)c1	-2	7%	4%	-1%	-2	?	39%[activator]
O=C(OCC#CCSc1nnc(-c2ccc(Br)cc2)o1)c1ccco1	19*	43%[activator]	-4%	1%	47*	4%	20%
O=C(NC1CC(=O)N(c2ccc3c(c2)OCCO3)C1)N1CCCCC1 (centres undefined)	nt	2%	nt	-1%	nt	33%[activator]	-14%
O=C(CCNC(=O)C1CCN(S(=O)(=O)c2ccccc2)CC1)NCCc1ccc(Cl)cc1	-4	1%	-11%	3%	-9	?	-5%
CC(C)c1cccc(C(C)C)c1NC(=O)CN(C)C1CCS(=O)(=O)C1 (centres undefined)	nt	21%	nt	0%	nt	12%	-4%
CN(C)S(=O)(=O)c1ccc(C(=O)OCC2CC2(Cl)Cl)cc1 (centres undefined)	-5	?	0%	1%	-9	58%[activator]	-7%
O=C(NCC1(O)CCCCC1)C1CCC(=O)N(CCc2ccccc2)C1 (centres undefined)	5	-15%	6%	2%	4	-18%	-2%
Cc1ccc(S(=O)(=O)Cn2nnnc2C(c2ccc(F)cc2)N2CCCCC2)cc1 (centres undefined)	1	?	1%	1%	-13	-11%	25%

4 entries from above in another layout:
CC(C)(C)CC(=O)Nc1ccc(S(=O)(=O)N2CCCC2)cc1
  CHX counter = 6
  Pf growth 48h = ?
  LmPK inh = 1%
  TbPYK inhibitor = -1%
  Shiga inhibitor = 37
  Pf growth 96h = 0%
  AMA1 RON2 block = 12%

Cc1ccc(S(=O)(=O)Cn2nnnc2C(c2ccc(F)cc2)N2CCCCC2)cc1 (centres undefined)
  CHX counter = 1
  Pf growth 48h = ?
  LmPK inh = 1%
  TbPYK inhibitor = 1%
  Shiga inhibitor = -13
  Pf growth 96h = -11%
  AMA1 RON2 block = 25%

O=C(CCNC(=O)C1CCN(S(=O)(=O)c2ccccc2)CC1)NCCc1ccc(Cl)cc1
  CHX counter = -4
  Pf growth 48h = 1%
  LmPK inh = -11%
  TbPYK inhibitor = 3%
  Shiga inhibitor = -9
  Pf growth 96h = ?
  AMA1 RON2 block = -5%

COC(=O)C1=C(N)Oc2cc(C)[nH]c(=O)c2C1c1ccncc1 (centres undefined)
  CHX counter = -2
  Pf growth 48h = nt
  LmPK inh = -4%
  TbPYK inhibitor = -4%
  Shiga inhibitor = -4
  Pf growth 96h = 6%
  AMA1 RON2 block = 15%

Next section
SMILES	CHX counter	Pf growth 48h	LmPK inh	TbPYK inhibitor	Shiga inhibitor	Pf growth 96h	AMA1 RON2 block
COCCNC(=O)/C(C#N)=C/c1cn(CC(=O)NCc2ccco2)c2ccccc12	-3	24%	-3%	-1%	-3	0%	-9%
Oc1ccc(C(=S)N2CCCCCC2)cc1	-1	17%	0%	-7%	-3	?	2%
CCOC(=O)c1csc(N/N=C2\CCCc3ccccc32)n1	12*	nt	-1%	0%	33*	?	34%[activator]
Cc1ccc(CNCc2cccnc2)cc1	1	11%	6%	-7%	-23	nt	4%
C=CCN(CC=C)CCOc1ccccc1F	3	1%	-9%	1%	-6	42%	-13%
COc1ccccc1/C=N/NC(=O)c1cccc(NC(=O)c2ccccc2C)c1	1	13%	0%	2%	-6	?	1%
CCOc1ccc(CCNC(=O)c2c(C)nn(-c3ccccc3)c2Cl)cc1OCC	-1	33%[activator]	-1%	1%	-10	24%	8%
CCc1ccc2nc(NC(=O)c3ccc4c(=O)[nH]c(CN5CCOCC5)nc4c3)sc2c1	43*	nt	13%	-16%	65*	22%	-8%
CCOC(=O)CN1C(=O)S/C(=C/c2ccc(OCc3ccc(C(=O)O)cc3)cc2)C1=O	-2	-1%	2%	-6%	3	?	-4%
COc1ccc(-c2nc(CCNC(=O)c3ccco3)cs2)cc1OC	9	?	1%	-10%	16	?	0%
CCC1C(=NO)C(CC)C(c2ccccc2)NC1c1ccccc1 (centres undefined)	8	12µM*	-1%	4%	-18	-29%	-15%
COC(=O)c1cc(CNC(=O)c2cccc(Cl)c2)ccc1OC	1	13%	-5%	5%	-14	67%[activator]	-11%
COc1cc2c(cc1OC)CC(=O)NC=C2	8	54%[activator]	-5%	-2%	-8	87%[activator]	-7%
COc1ccc(CNC(=O)C2CCCN(S(=O)(=O)c3ccc(F)cc3)C2)cc1 (centres undefined)	-3	0%	-5%	7%	-2	15%	12%
O=C(CCN1CCN(Cc2ccccc2)CC1)Nc1ccccc1Cl	-2	?	1%	-5%	-2	7%	8%
O=[n+]1c2c(n([O-])c3cc(Cl)ccc31)CCCC2	1	-52%	-2%	-7%	-17	?	-3%
CCOc1ccc(NC(=O)CC2C(=O)N(c3ccc(OC)c(Cl)c3)C(=S)N2C2CC2)cc1 (centres undefined)	2	?	-1%	4%	3	?	7%
CN(C)Cc1c(O)c(Cl)cc2c3c(c(=O)oc12)CCCC3	-4	nt	3%	-13%	-8	-21%	?
CC(C)N(Cc1nc(-c2ccccc2)no1)C(=O)COc1ccccc1	1	nt	8%	0%	26	2%	0%
CN(C)S(=O)(=O)c1ccc(N2CCCC2)c(C(=O)NNC(=O)c2ccc(F)cc2)c1	nt	-21%	nt	-12%	nt	-29%	45%[activator]
Cn1c(=NC(=O)c2cccc([N+](=O)[O-])c2)sc2ccccc21	27*	i	-9%	4%	119*	i	-1%
O=C(CCSCc1ccccc1F)NCc1ccc(F)cc1	0	nt	-3%	0%	2	2.3µM*	2%
CCCN1C(=O)/C(=C/c2ccc(C)s2)NC1=S	20*	-6%	4%	-18%	38	26%	1%
Cc1cccc(NC(=O)CN2NS(=O)(=O)c3ccccc3C2=O)c1	12	6%	7%	-6%	32	nt	3%
CC(C)c1ccc(-c2nc(N3CCOCC3)[nH]c(=O)c2C#N)cc1	5	7%	-3%	-19%	-19	12%	-12%
Cc1ccc(-n2nnnc2SCC(=O)NNC(=O)c2ccc([N+](=O)[O-])cc2)cc1	1	?	6%	-1%	-2	?	73%[activator]
COc1ccc(N(CC(=O)N2CCCCC2)S(=O)(=O)c2ccccc2)c(OC)c1	7	?	4%	4%	-3	?	-1%
O=C(NC(Cc1ccccc1)C(=O)NC1CC1)OCc1ccccc1 (centres undefined)	-4	-4%	6%	-6%	35	17%	-5%
COCCNc1oc(-c2ccco2)nc1S(=O)(=O)c1ccccc1	9	9%	-3%	-15%	-7	?	-10%
O=S(=O)(c1ccc(Cl)cc1)N1CCC2(CC1)OCCO2	-1	61%[activator]	3%	5%	-2	?	11%

Given with two lines to a compound: six of the compounds above
Under each structure: CHX counter, Pf growth 48h, LmPK inh, TbPYK inhibitor, Shiga inhibitor, Pf growth 96h, AMA1 RON2 block
> O=C(OCC#CCSc1nnc(-c2ccc(Br)cc2)o1)c1ccco1
 : 19*, 43%[activator], -4%, 1%, 47*, 4%, 20%
> Oc1ccc(Cl)cc1CNCc1ccc(F)cc1
 : nt, 5.2µM*, nt, 0%, nt, 5.2µM*, 13%
> O=C(CCCCCn1c(=S)[nH]c2ccccc2c1=O)N1CCC2(CC1)OCCO2
 : -2, 8.3µM*, -1%, -2%, -23, 15%, 43%[activator]
> COC(=O)C1=C(N)Oc2cc(C)[nH]c(=O)c2C1c1ccncc1 (centres undefined)
 : -2, nt, -4%, -4%, -4, 6%, 15%
> COc1cccc(C(=O)Nc2ccccc2F)c1
 : 30*, 80%[activator], -29%, -3%, 98*, 32%[activator], 8%
> CCOc1ccc(NC(=O)CC2C(=O)N(c3ccc(OC)c(Cl)c3)C(=S)N2C2CC2)cc1 (centres undefined)
 : 2, ?, -1%, 4%, 3, ?, 7%
